TrxR1 substrate: rat thioredoxin reductase 1 substrate activity | O89049 | purified TrxR1 substrate turnover, NADPH consumption readout | Potency, µM (titrated, usually from 114 µM), without a hit: at the top dose activity change, negative = substrate turnover | actives 0.01% (n = 390,000) | AID 588456; further: potency means the concentration at half of the fitted maximal effect; on the % scale 0 is the no-effect control and ±100 the full control effect; nearly all actives have a fitted effect of over 50% in size
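Rat TrxR1, dispensed at 90 nM, was prereduced with 400 uM NADPH (final) for 5 min at ~22 deg C, then incubated with compound 15 min before 400 uM selenite. A first-read NADPH fluorescence drop versus no-compound background flagged substrates.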
TRHR agonist: agonists of human TRH receptor; TRHR cells, calcium flux fluo-8, FDSS agonist mode; P34981; actives 0.18% (n = 360,000); activation, % at 2 µM; AID 493084; in the data active means activation above about 30%; further: 0% is about no effect
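Read-out: compound-evoked intracellular calcium rise in TRHR cells, fluo-8 dye, kinetic FDSS fluorescence at 1 s/cycle following a 10-cycle baseline. Cells cultured overnight before dye loading (30 min–1.5 h, RT).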
PI4K2A inh: inhibitors of human PI4K2A; purified PI4K2A, ADP-Glo luminescence, 1 h; stronger effect = lower value; Q9BTU6; actives 0.13% (n = 420,000); activity change, negative = inhibition, % at 76.9 µM; AID 1346378; in the data active means activity change below about -50%; inconclusive means mostly about -30% to -49%;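 further: -100% = wells without enzyme as full effect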
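Compounds are screened against recombinant PI4K2A using PI as substrate and ATP, the latter dispensed at 300 microM. Reactions run one hour at ambient temperature before ADP-Glo detection; full inhibition defined by wells lacking enzyme.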
rTrxR1 inhibitor: rat TrxR1 inhibition; O89049; recombinant rTrxR1, NADPH fluorescence consumption, selenite substrate; actives 1% (n = 390,000); Potency, µM (titrated, usually from 114 µM), without a hit: top-dose activity change, negative = inhibition, actives largely listed as inhibitors; further: potency means the concentration at half of the fitted maximal effect; on the % scale 0 is the no-effect control and ±100 the full control effect; nearly all actives have a fitted effect of over 65% in size
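Rat TrxR1 (90 nM in the dispensed reagent) was pre-reduced with 400 uM NADPH for 5 min at room temperature, then incubated with compound for 15 min. After 400 uM selenite was added, NADPH fluorescence (Ex 340/Em 450 nm) was followed for 8 min.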
D2 agonist: agonists of human D2 dopamine receptor | P14416 | HEK293 T-REx D2 cells, calcium flux agonist mode | activation, % at 2 µM | actives 0.53% (n = 340,000) | AID 485358;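 active means activation over 3 SD above normal in the single-dose calcium agonist read, cut at about 30% in these data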; further: 0% is about no effect
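Tetracycline-induced HEK293 T-REx cells with force-coupled D2 receptor, plated overnight at 30 C, loaded with no-wash calcium dye. After a 10 s baseline, compound was pin-added and calcium flux read kinetically for 180 s; calcium rises flagged agonists.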
USP1 inh: blocks the human USP1/UAF1 deubiquitinase complex. O94782. recombinant USP1/UAF1, Ub-Rhodamine cleavage fluorescence. Potency, µM (highest dose often 57.1 µM), without a hit: at the top dose activity change, negative = inhibition, most hits filed as inhibitors. actives 0.23% (n = 390,000). AID 743255; further: potency means the concentration at half of the fitted maximal effect; on the % scale 0 is the no-effect control and ±100 the full control effect; nearly all actives have a fitted effect of over 60% in size; inactives centre near -12
Target sequence (O94782 whole entry, looked up): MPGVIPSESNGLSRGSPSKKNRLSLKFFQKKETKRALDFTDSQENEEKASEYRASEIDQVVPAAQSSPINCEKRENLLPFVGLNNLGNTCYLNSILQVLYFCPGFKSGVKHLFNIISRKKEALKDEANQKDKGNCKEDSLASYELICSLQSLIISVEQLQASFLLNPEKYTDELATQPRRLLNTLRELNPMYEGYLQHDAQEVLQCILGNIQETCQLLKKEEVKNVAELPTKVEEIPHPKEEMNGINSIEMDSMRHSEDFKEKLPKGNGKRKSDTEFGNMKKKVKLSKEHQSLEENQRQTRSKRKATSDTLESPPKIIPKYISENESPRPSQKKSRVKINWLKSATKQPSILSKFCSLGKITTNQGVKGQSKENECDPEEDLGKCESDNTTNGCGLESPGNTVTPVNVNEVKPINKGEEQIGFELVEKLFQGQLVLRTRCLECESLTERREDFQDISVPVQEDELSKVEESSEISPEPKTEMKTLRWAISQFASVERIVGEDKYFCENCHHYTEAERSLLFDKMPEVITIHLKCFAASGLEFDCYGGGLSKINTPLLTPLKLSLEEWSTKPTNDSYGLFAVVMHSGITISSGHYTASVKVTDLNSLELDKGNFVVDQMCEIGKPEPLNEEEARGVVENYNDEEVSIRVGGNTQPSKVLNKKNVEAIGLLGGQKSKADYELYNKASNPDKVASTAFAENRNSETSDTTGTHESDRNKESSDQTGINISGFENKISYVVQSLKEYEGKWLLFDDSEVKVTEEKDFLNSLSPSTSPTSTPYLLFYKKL
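Step one: compound is pinned into 1nM USP1/UAF1 in HEPES pH 7.8 buffer with TCEP. Step two: 15 min room-temperature incubation. Step three: Ub-Rho (150nM final) starts cleavage, tracked by fluorescence over six one-minute reads.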
D2 antag: antagonists of human D2 dopamine receptor; actives 2% (n = 340,000); HEK293 TREx D2 cells, calcium flux, dopamine EC80; AID 485344; inhibition, % at 10 µM; P14416; in the data active means inhibition above about 30%; further: 0% is about no effect
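HEK293 T-REx D2 cells, tet-induced, calcium dye no-wash. Cpd pintool add, 180 s kinetic, then EC80 DA, 180 s kinetic. Ca flux read.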
TRHR enhancer: TRH receptor (human) allosteric enhancement; P34981; TRHR cells, fluo-8 calcium fluorescence, EC20 TRH enhancement; enhancement, % at 2 µM; actives 0.66% (n = 360,000); in the data active means enhancement above about 30%; further: 0% is about no effect
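Enhancer read-out: after compound pinning and an initial kinetic agonist-mode read, an EC20 of TRH (10 nM final) was injected and fluo-8 calcium signal (Ex 480/Em 530) followed at 1 s/cycle for 100 cycles in TRHR-expressing cells.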
IDH1 R132H inh: inhibitors of human mutant IDH1 R132H | O75874 | IDH1-R132H enzyme, NADPH consumption, diaphorase/resazurin fluorescence | Potency, µM (highest dose often 76.6 µM), for inactives: at the highest dose activity change, negative = inhibition, hits mostly inhibitors | actives 0.093% (n = 390,000) | AID 602179; further: potency means the concentration at half of the fitted maximal effect; on the % scale 0 is the no-effect control and ±100 the full control effect; nearly all actives have a fitted effect of over 65% in size
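IDH1-R132H (0.5 ug/mL) preincubated 30 min with compound, then NADPH (0.016 mM) and alpha-KG (2 mM) added; 80 min at RT, pH 7.5. Remaining NADPH coupled via diaphorase/resazurin to fluorescence (540/590 nm); concentration-response curves normalized to no-enzyme control.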
* marks the source's active call; other numbers are inactive results; ? = inconclusive; / = no result given; & = joins results of further samples; [ ] = another dose, or the depositor's remark. Unless noted, the call rests on the fitted dose curve; in most records, active means well fitted inhibition curve with a large enough effect; inconclusive means small, poorly fitted or top-dose-only effect; inactive means no such curve, though single readings can be large or run the other way.

SMILES	TrxR1 substrate	TRHR agonist	PI4K2A inh	rTrxR1 inhibitor	D2 agonist	USP1 inh	D2 antag	TRHR enhancer	IDH1 R132H inh
Cc1ccc(C)c(N2CCN(S(=O)(=O)c3c(C)nc4sccn4c3=O)CC2)c1	-4%	1.2	5	6%	0.7	-21%	/	-2	4%
COCCn1c(C)cc(/C=C2/NC(=O)N(c3cccc(Cl)c3)C2=O)c1C	-7%	0.5	3	-23%	0.4	-25%	22	2	4%
O=C(COC(=O)CC1CCCC1)Nc1ccc(Br)cc1F	-2%	/	11	24%	/	-4%	/	/	4%
CC(C)C(=O)Nc1cccc(C(=O)N2CCCCC2C)c1 (centres undefined)	1%[57.1 µM]	0.1	-2	0%[57.1 µM]	0.6	-4%	-13	-3	6%
Cc1ccc2nc(NC(=O)c3ccc(Cl)s3)sc2c1	16%	0.1	4	39%[activator]	0.4	-15%	-23	2	3%
O=C(Nc1cc(C(=O)N2CCOCC2)cc(C(=O)N2CCOCC2)c1)c1cc(F)c(F)cc1Cl	5%	0.0	1	1%	-0.1	-22%	15	0	3%
O=C(CCn1cnnn1)Nc1ccc(F)cc1	4%&7%	0.2&-3.8	-1&-2	0%&27%	2.2&-1.0	-9%&1%	32*	-8&10	2%
CCc1ccccc1NC(=O)c1oc(=O)c2ccccc2c1-c1ccccc1	3%[57.1 µM]	0.4	0	20%[57.1 µM]	0.5	-39%	/	8	-7%
COCCCN1C(=O)C(=O)/C(=C(/O)c2ccccc2)C1c1ccc2c(c1)OCO2 (centres undefined)	-12%	0.3	0	-6%	0.3	8%	-10	18	-3%
C=CC[C@H](CC(=O)N[C@H](CO)Cc1ccccc1)C(=O)N[C@H](COC(=O)[C@@H](CC=C)Cc1ccc(F)cc1)Cc1c[nH]c2ccccc12	2%	/	-1	18%	/	-19%	/	/	-7%
CCCc1cc(C(=O)N2CCN(S(=O)(=O)c3ccc(OC)c(OC)c3)CC2)cs1	3%	-0.6	-7	15%	/	-6%	/	14	-1%
COc1cc(S(=O)(=O)N(Cc2ccc(C)cc2)Cc2ccco2)ccc1-n1cnnn1	1%	-0.5	-2	19%	0.5	-26%	7	-3	0%
CC(C(=O)N1CCN(Cc2ccc3c(c2)OCO3)CC1)c1ccc([N+](=O)[O-])cc1 (centres undefined)	6%[57.1 µM]	-1.3	4	12%[57.1 µM]	11	-14%	-8	-2	-5%
Cc1ccc(S(=O)(=O)c2cn(CC(=O)Nc3ccc4c(c3)OCO4)c3ccc(F)cc3c2=O)cc1	0%	0.2	2	9%	/	?	/	0	-5%
NS(=O)(=O)c1ccc(-c2ccc(/C=C3\C(=O)Nc4cc(Cl)ccc43)o2)cc1	6%	0.5	?	0%	0.1	-21%	-5	1	2%
CCCOc1ccc(Br)cc1/C=N/NC(=O)c1cc(OC)c(OC)c(OC)c1	0%	-0.2	-3	8%	/	-8%	/	-2	11%
CC(C)CCN1CCN(Cc2nc(-c3ccc(F)cc3)cs2)CC1CCO (centres undefined)	-9%	0.6	0	17%[57.1 µM]	-1.3	-9%	20	-10	0%
CN(C)S(=O)(=O)c1ccc(NC(=O)CN2C(=O)NC(Cc3ccccc3)C2=O)cc1 (centres undefined)	-4%	1.0	-4	1%	0.8	-19%	6	3	4%
CC(CN1C(C)CCCC1C)OC(=O)c1cccc(F)c1 (centres undefined)	9%	0.1	-3	33%	-0.3	-17%	13	2	-16%
COc1ccc(-c2nc(-c3cccs3)c(-c3cccs3)[nH]2)cc1O	14%[57.1 µM]	-0.9	1	6%[57.1 µM]	0.1	-19%	-8	-5	-1%
CCOc1cc(CNCCc2ccc(S(N)(=O)=O)cc2)ccc1OCc1ccc(Cl)cc1	4%[57.1 µM]	3.7	-1	11%[57.1 µM]	2.0	-7%	65*	8	1%
Cn1c(SCc2c(F)cccc2Cl)nnc1-c1cccs1	4%	0.8	1	24%	-0.3	-4%	-6	1	0%
CC(=O)Oc1ccc(C(=O)Nc2cc(C)on2)cc1	4%	-0.4	-4	28%	-0.1	-15%	-1	3	1%
CCOC(=O)c1cccc(Nc2c3c(nc4ccccc24)CCC3)c1	0%	0.3	-1	21%	-0.4	0%	/	2	-21%
Cc1ccc(C(=O)N2CCN(c3ccccc3)CC2)cc1S(=O)(=O)N1CCCC1	-11%	-0.6	10	6%	/	-6%	/	2	0%
Next results follow.
SMILES	TrxR1 substrate	TRHR agonist	PI4K2A inh	rTrxR1 inhibitor	D2 agonist	USP1 inh	D2 antag	TRHR enhancer	IDH1 R132H inh
O=C(O)c1ccc(Cn2cc(C(F)(F)F)ccc2=O)cc1	3%	-0.2	2	28%	1.0	-19%	0	-1	-5%
COc1ccc(Cl)cc1C(=O)NN=C1CCCC1	4%[57.1 µM]	/	1	6%[57.1 µM]	/	-15%	/	/	-2%
CN(C(=O)CSc1nnc(Cc2cccc3ccccc23)n1N)C1CCS(=O)(=O)C1 (centres undefined)	3%	-0.3	-6	9%	-0.2	-8%	14	0	-9%
COc1ccc(CNCCc2ccc([N+](=O)[O-])cc2)c(OC)c1OC	-6%	1.0	2	-4%	0.0	5%	-14	7	-6%
CCCCCC(=O)Nc1nc(C)c(-c2csc(Nc3ccccc3OC)n2)s1	11%[57.1 µM]	0.1	0	12%[57.1 µM]	0.1	-27%	-6	-1	5%
Cc1ccccc1-n1c(SCC(=O)N/N=C/c2ccccc2OCC(=O)O)nc2ccccc2c1=O	-4%	-0.7	2	5%	-1.0	-17%	-1	-2	0%
COC(=O)c1sc(NC(=S)NC(=O)c2ccccc2F)nc1C	-3%[57.1 µM]	-0.4	-1	7%[57.1 µM]	2.4	-9%	-21	-2	-1%
Fc1ccc(-c2csc3ncnc(N4CCc5ccccc5C4)c23)cc1	-12%	-0.5	3	-12%	-0.9	-22%	17	6	1%
Cc1ccc(C)c(N2CCN(C(=O)c3cc(S(=O)(=O)N4CCOCC4)ccc3F)CC2)c1	-14%	-0.6	3	-12%	-0.8	-11%	-4	-3	6%
O=C(Cc1ccc(F)cc1)NC1CCCCCC1	-7%[57.1 µM]	-0.1	-1	4%[57.1 µM]	-0.3	-13%	4	3	0%
O=C(CCN1C(=O)c2ccccc2C1=O)Nc1ccc(S(=O)(=O)N2CCOCC2)cc1	3%	0.2	6	7%	-0.4	-15%	-1	3	4%
COc1c(Cl)ccc(Cl)c1C(=O)NC(=O)Nc1nc(C)cc(C)n1	-1%	-0.2	-2	5%	-0.7	-21%	20	10	18%
Cc1ccc(CN2C(=O)c3ccccc3S(=O)(=O)c3ccc(C(=O)OCC4CCCO4)cc32)cc1 (centres undefined)	-2%[57.1 µM]	0.3	2	19%[57.1 µM]	0.3	-23%	/	3	0%
O=[N+]([O-])c1ccc(F)cc1OCc1nc(-c2cccs2)no1	7%[57.1 µM]	0.3	3	31%[57.1 µM]	-1.2	-5%	15	0	3%
COc1ccccc1C(=O)OCc1cc(=O)n2nc(-c3cccs3)sc2n1	5%[57.1 µM]	-0.1	-13	21%[57.1 µM]	/	-19%	/	-4	-9%
CC1CCN(c2cc(=O)n(C3CCCCC3)c(=O)[nH]2)CC1	5%[57.1 µM]	-0.3	-5	5%[57.1 µM]	/	2%	/	-2	0%
CCOC(=O)Cn1nc(C)c(NC(=O)CCc2ccccc2)c1C	-3%	0.1	2	9%	-0.1	-3%	-13	-3	-1%
COC(=O)c1nc(Cl)c(Cl)c(N)c1Cl	1%[57.1 µM]	0.1	1	16%[57.1 µM]	2.0	-17%	-1	-1	-2%
Cc1ccccc1NC(=O)NC1(C(=O)NCC2CCCO2)CCCCC1 (centres undefined)	1%[57.1 µM]	-2.4	0	10%[57.1 µM]	-2.5	-15%	-6	18	-4%
COc1ccc(-c2nc3sc(CCNC(=O)C(=O)Nc4cc(C)cc(C)c4)c(C)n3n2)cc1	-1%[57.1 µM]	0.8	-4	3%[57.1 µM]	1.3	-14%	/	1	5%
c1ccc(-c2cc(-c3nnc4sc(-c5ccccn5)nn34)[nH]n2)cc1	4%	0.3	-9	3%	1.2	-24%	-1	-1	-6%
COc1ccc(C)cc1S(=O)(=O)Nc1ccccc1	-1%	-0.7	0	13%	1.0	-7%	-2	1	5%
N#Cc1cnn2c(C(F)(F)F)cc(-c3ccccc3)nc12	13%	-0.9	6	34%	-0.4	-16%	-2	-7	6%
COc1ccc(SC[C@H](Cc2ccccc2)N2CCN(C)CCC2=O)cc1	6%[57.1 µM]	-0.2	1	-12%	-0.4	-12%	-1	-1	-7%
C=CC[C@H](CC(=O)N(CCO)Cc1ccccc1)C(=O)NCCOC(=O)[C@@H](CC=C)CC(=O)OC(C)(C)C	14%	/	-3	39%	/	-19%	/	/	12%
CSCCC(=O)N1CCCC(N(C)CCc2ccccc2)C1 (centres undefined)	-7%	0.2	-4	-12%	-0.5	3%	5	6	-6%
CCOC(=O)c1nc(C(=O)NCc2ccc(C)cc2)nc2ccccc12	0%	/	3	23%	/	-11%	/	/	-2%
CCn1cc(C(=O)NCC(=O)NCCCN2CCOCC2)c(=O)c2cc3c(cc21)OCO3	3%	0.2	4	-3%	-0.1	-20%	-2	-2	3%

Four compounds out of the list, arranged by SMILES length, ascending.
SMILES	TrxR1 substrate	TRHR agonist	PI4K2A inh	rTrxR1 inhibitor	D2 agonist	USP1 inh	D2 antag	TRHR enhancer	IDH1 R132H inh
CCc1ccccc1NC(=O)c1oc(=O)c2ccccc2c1-c1ccccc1	3%[57.1 µM]	0.4	0	20%[57.1 µM]	0.5	-39%	/	8	-7%
c1ccc(-c2cc(-c3nnc4sc(-c5ccccn5)nn34)[nH]n2)cc1	4%	0.3	-9	3%	1.2	-24%	-1	-1	-6%
NS(=O)(=O)c1ccc(-c2ccc(/C=C3\C(=O)Nc4cc(Cl)ccc43)o2)cc1	6%	0.5	?	0%	0.1	-21%	-5	1	2%
C=CC[C@H](CC(=O)N[C@H](CO)Cc1ccccc1)C(=O)N[C@H](COC(=O)[C@@H](CC=C)Cc1ccc(F)cc1)Cc1c[nH]c2ccccc12	2%	/	-1	18%	/	-19%	/	/	-7%

Screens from PubChem BioAssay.
